High-throughput results (PubChem)
12-hLO inh: inhibitors of human 12-lipoxygenase (ALOX12); purified 12-hLO, xylenol orange hydroperoxide absorbance; Potency, µM (series often up to 57.1 µM), for the others: at the highest dose activity change, negative = inhibition, usual class: inhibitors; 0.12% of 150,000 active; note: potency is the fitted concentration of half-maximal effect; nearly all actives have a fitted effect of over 55% in size; many of its hits are not listed in these tables
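Hydroperoxide output read as Fe(III)-xylenol orange absorbance, 573-to-405 nm ratio, after 30 min reaction with 40 uM arachidonic acid. Enzyme: 150 nM purified human 12hLO, 15 min compound preincubation; 25 mM Hepes pH 7.0, room temperature.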
IMPase cell inh: membrane-permeable compound that blocks inositol monophosphatase; P97697; CHO-M1 cells, IP1 accumulation, HTRF TR-FRET ratio; inhibition (IP1 accumulation), % at 46.1 µM; 120,000 tested, under 10 active; active = well fitted curve in the direction sought with a large enough effect in the signal ratio, not every such curve was filed as active; inconclusive = small, poorly fitted or top-dose-only effect, or a change in a side signal; inactive = no such curve, though single readings can be large or run the other way; the % refers to the signal ratio;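 note: cells stimulated with carbachol in lithium chloride buffer; plate controls were DMSO basal wells for no effect and reference inhibitor wells for full effect; higher means more IMPase inhibition seen as more IP1 and lower FRET ratio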
Target sequence (P97697 whole entry, looked up): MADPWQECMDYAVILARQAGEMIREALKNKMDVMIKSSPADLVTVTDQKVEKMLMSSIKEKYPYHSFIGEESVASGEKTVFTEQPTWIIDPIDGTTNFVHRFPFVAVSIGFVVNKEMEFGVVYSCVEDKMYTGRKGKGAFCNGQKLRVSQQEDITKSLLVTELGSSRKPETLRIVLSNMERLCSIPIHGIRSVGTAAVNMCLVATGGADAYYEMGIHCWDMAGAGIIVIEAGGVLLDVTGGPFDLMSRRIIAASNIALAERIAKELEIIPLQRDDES
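Cellular IMPase inhibition is scored as a rise in cytosolic IP1, detected by competitive TR-FRET between d2-labelled IP1 and a europium anti-IP1 antibody. M1-expressing CHO cells were stimulated with carbachol for 30 min at 37C, with lithium (50 mM LiCl) present in the buffer.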
PNC inhibitor: perinucleolar compartment assembly inhibition | PC3M PTB-GFP, PNC prevalence imaging, 16 h; stronger effect = lower value | activity change (PNC), negative = inhibition, % at 10 µM | 3.1% of 140,000 active | AID 2417;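 active = readout at or below -70, meaning at least 70% loss of cells showing the perinucleolar compartment, a nuclear body marking cancer cells; inconclusive = readout between -30 and a set limit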;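 note: plate controls were DMSO wells for no effect and camptothecin positive control wells for full effect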
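PC3M cells stably expressing PTB-GFP, 750–1000 cells/well, treated 16 h at 37 °C with compound (23 nl of library stock), in duplicate. After paraformaldehyde fixation and Hoechst stain, imaged at 20x; PNC prevalence scored by image analysis.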
15-hLO-2 inh: blocks human 15-lipoxygenase 2 activity; purified 15hLO-2, xylenol orange hydroperoxide absorbance; Potency, µM (top dose mostly 57.1 µM), without a hit: at the top dose activity change, negative = inhibition, hits mostly inhibitors; 0.56% of 110,000 active; AID 881; note: potency is the fitted concentration of half-maximal effect; nearly all actives have a fitted effect of over 60% in size; many of its hits are not listed in these tables
Target sequence (O15296 whole entry, looked up): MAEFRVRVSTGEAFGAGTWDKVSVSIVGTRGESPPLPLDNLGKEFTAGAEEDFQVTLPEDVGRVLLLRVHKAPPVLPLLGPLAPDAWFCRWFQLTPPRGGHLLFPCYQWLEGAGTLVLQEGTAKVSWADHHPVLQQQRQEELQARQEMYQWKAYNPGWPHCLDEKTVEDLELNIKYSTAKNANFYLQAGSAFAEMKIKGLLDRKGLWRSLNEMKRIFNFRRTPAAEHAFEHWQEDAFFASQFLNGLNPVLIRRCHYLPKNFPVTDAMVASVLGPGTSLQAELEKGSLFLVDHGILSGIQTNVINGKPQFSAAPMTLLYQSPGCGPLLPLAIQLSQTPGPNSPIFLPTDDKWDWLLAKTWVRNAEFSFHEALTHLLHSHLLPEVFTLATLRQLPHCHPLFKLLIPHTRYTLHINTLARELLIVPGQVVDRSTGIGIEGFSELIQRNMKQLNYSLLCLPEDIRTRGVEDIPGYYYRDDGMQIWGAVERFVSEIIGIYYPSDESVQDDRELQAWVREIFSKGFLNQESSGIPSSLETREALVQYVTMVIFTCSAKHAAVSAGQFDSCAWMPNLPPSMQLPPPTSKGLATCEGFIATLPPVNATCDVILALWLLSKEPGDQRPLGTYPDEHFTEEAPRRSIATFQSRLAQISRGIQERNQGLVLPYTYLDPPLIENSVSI
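Screening format was qHTS against 50 nM purified 15hLO-2 in Hepes pH 7.5 with detergent. Activity follows hydroperoxide formation from 45 uM arachidonic acid, measured as 573:405 nm absorbance ratio of the ferric-xylenol orange complex.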
* marks the source's active call; other numbers are inactive results; ? = inconclusive; nt = no result given; [ ] = dose if it differs, or a comment. Unless noted, calls come from the whole dose curve; as a rule, active = well fitted curve in the direction sought with a large enough effect; inconclusive = small, poorly fitted or top-dose-only effect, or another doubt; inactive = no such curve, though single readings can be large; an effect the other way counts as inactive or inconclusive. Unless noted, % is set by controls: 0 for no effect and ±100 for the full control effect.

12-hLO inh,IMPase cell inh,PNC inhibitor,15-hLO-2 inh,compound
-2%,nt,?,nt,Cn1nnnc1SC(C(=O)Nc1cccc(C(F)(F)F)c1)c1ccccc1 (stereo unspecified)
-21%,-14,71,-11%,Cc1nn(-c2ccccc2)c2c1C(c1ccc(O)c(O)c1)N1C(=N2)C(Nc2ccccc2)=Nc2ccccc21 (stereo unspecified)
-3%,nt,-17,nt,CNc1ccccc1C(=O)OCC(C)=O
-2%,nt,10,nt,CC(C)(C)C1=CC(=O)C(N2CCOCC2)=CC1=O
-2%,-9,8,-2%,COc1ccc(N2CC(C)Cn3c2nc2c3c(=O)n(CCc3ccccc3)c(=O)n2C)cc1 (stereo unspecified)
0%,nt,?,nt,CCOc1cc(NC(=S)NCCCN(C)C)c(OCC)cc1NC(=O)c1cccs1
-3%,0,21,-10%,O=C(CCN1C(=O)S/C(=C\c2ccccc2)C1=O)Nc1ccc(S(=O)(=O)Nc2nccs2)cc1
-2%,9,24,-4%,NC(=O)C1CCN(c2ncnc3c2c(-c2ccccc2)cn3-c2ccccc2)CC1
-4%,-4,?,-7%,CCOC(=O)/C(=N/Nc1ccccc1)c1csc(Nc2ccccc2)n1
-4%,nt,nt,-2%,COC(=O)[C@@H]1C[C@@H]2CC[C@@H](O)C[C@@H]2N1Cc1ccc(N2CCOCC2)cc1

Whole records as entered above. Order of values: 12-hLO inh	IMPase cell inh	PNC inhibitor	15-hLO-2 inh
`CCOC(=O)/C(=N/Nc1ccccc1)c1csc(Nc2ccccc2)n1` is listed with -4%	-4	?	-7%
`CNc1ccccc1C(=O)OCC(C)=O` is listed with -3%	nt	-17	nt

Next part
12-hLO inh,IMPase cell inh,PNC inhibitor,15-hLO-2 inh,compound
-1%,1,9,-2%,Cc1nc(C(=O)N(C)C)nn1-c1ccc(Cl)cc1Cl
-3%,-1,-97*,2%,Cc1sc2ncnc(SCC(=O)N3CCCC3=O)c2c1C
1%,4,17,-6%,O=C(OC1CCOC1=O)c1cncc(Br)c1 (stereo unspecified)
4%[11.4 µM],nt,nt,0%[11.4 µM],Cc1cc(C(C)(C)C)cc(CNC2CCCCC2)c1O
1%,-3,23,nt,COc1ccccc1NC(=S)N(Cc1ccco1)Cc1cc2cc(C)cc(C)c2[nH]c1=O
-3%,1,-12,-8%,CNC(=O)C1CC(=O)N(Cc2ccccc2)C(=Nc2ccc(OC)cc2)S1 (stereo unspecified)
-2%,nt,28,nt,CC(=O)N1CCc2ccc(S(=O)(=O)N3CCN(C)CC3)cc21
-20%,-2,39,-5%,Cc1ccc(C)n1NC(=O)c1ccc(Cl)cc1Cl
4%,-18,-5,-11%,N#CCSc1nnc(-c2cccnc2)n1-c1ccccc1
11%,?,?,11%,COCCN1C(=O)C(=O)/C(=C(/O)c2ccc(S(=O)(=O)N3CCOCC3)cc2)C1c1ccc(C(C)C)cc1 (stereo unspecified)
-3%,12,4,2%,Cc1cc(C)c(C#N)c(N2CCSCC2)n1
-3%,4,16,?,COc1ccc(CCN2C(=O)c3[nH]nc(-c4ccccc4O)c3C2c2cccc(O)c2)cc1OC (stereo unspecified)
3%,6,-13,2%,COC(=O)Cc1cc(=O)[nH]c(/N=C(\N)Nc2ccc(C)cc2)n1
-7%,-3,33,2%,CCO/C(=C/c1sc2ccc(OC)cc2[n+]1CCCS(=O)(=O)[O-])CC
-8%,1,16,-8%,Cc1occc1C(=O)Nc1ccc2ccccc2c1
-4%,2,61,?,O=C(N/N=C/C=C/c1ccc([N+](=O)[O-])cc1)c1cccs1
-3%,nt,?,nt,C=CCNCCOCCOc1ccc(C)cc1Br
-4%,4,10,13%,Cc1ccc(Nc2nc(C(=O)NCCCN3CCOCC3)cs2)cc1
0%,3,23,-2%,CCOC(=O)c1ccc(NC(=O)COc2cc(=O)n(CC)c3ccccc23)cc1
6%,-5,?,6%,CC(C)CC(NC(=O)OC(C)(C)C)C(=O)NC(C(=O)N1CCCC1C(N)=O)C(C)C (stereo unspecified)
-3%,2,34,-6%,Cc1cc(SCc2cc(=O)[nH]c3ccccc23)nc2ccccc12
0%,nt,nt,4%,NC1C(O)OC(CO)[C@@H](O)[C@@H]1O[C@H]1O[C@@H](C(=O)O)C(O)C(O)C1O (stereo partly specified)
-16%,2,-96*,-6%,O=C1C2CC=C(Cl)CC2C(=O)N1CN(Cc1ccco1)CN1C(=O)C2CC=C(Cl)CC2C1=O (stereo unspecified)
0%,nt,29,nt,COc1cc(NS(=O)(=O)c2ccc(Cl)cc2)c(C(=O)O)cc1OC
-2%,4,?,13%,CCCN(CC(=O)Nc1c(C)cccc1CC)C(=O)SCC
0%,0,-16,nt,CCOc1ccc(NC(=O)C(c2ccccn2)N(C(=O)CCl)c2ccc(F)cc2)cc1 (stereo unspecified)
2%,nt,44,nt,Cc1[nH]c2ccccc2c1/C=N/Nc1nc(N2CCCCC2)nc(N2CCCCC2)n1
0%,nt,32,nt,CCc1cc(C(=O)N=Nc2c(O)[nH]c3ccc([N+](=O)[O-])cc23)c2ccccc2n1
-3%,14,12,-1%,O=C(C1CCCN(S(=O)(=O)c2cnc[nH]2)C1)N(CCc1ccccc1)Cc1ccccc1 (stereo unspecified)
12%,-4,?,38%[activator],Cc1cc(Cn2ccnc2)c(C)cc1Cn1ccnc1
0%,3,?,1%,O=C(CCCC(=O)OCC(F)(F)C(F)F)Nc1nccs1
-5%,8,2,nt,O=c1oc2ccccc2cc1-c1csc(Cc2nc(-c3ccc(Cl)cc3)cs2)n1
0%,nt,nt,7%,CNC(=O)[C@@H]1C[C@H]1[C@@H](NC(=O)CNC(=O)OCc1ccccc1)c1ccccc1
0%[11.4 µM],nt,nt,2%[11.4 µM],CN(Cc1cccc2ccccc12)Cc1cccc2ccccc12
-6%,5,20,0%,CCn1c(CNC(=O)COc2ccc(C(C)C)cc2)nnc1SCC(=O)Nc1cc(F)ccc1C
-18%,-8,-13,-11%,NC(=O)c1cc(N2C(=O)C=CC2=O)ccc1Cl
6%,-1,-8,4%,Cc1cc2c(cc1C)N(CC(=O)N1CCCC1)C(=O)CC(c1ccccc1)=N2
-10%,-6,?,15%,O=C(CN1CCC(O)(c2ccc(F)cc2)CC1)NCc1ccc(F)cc1
-19%,11,-8,nt,CCOC(=O)C1=C(O)/C(=C\c2ccc(CNS(=O)(=O)c3ccc(Br)cc3)o2)N=C1C
-2%,2,?,46%[activator],CCOC(=O)C1=C(Cn2cnc3ccccc32)NC(=O)NC1c1ccc(Cl)cc1 (stereo unspecified)
-1%[11.4 µM],nt,nt,-5%[11.4 µM],Cc1onc(-c2c(F)cccc2Cl)c1C(=O)N[C@@H]1C(=O)N2[C@H]1SC(C)(C)[C@H]2C(=O)O
0%,1,?,nt,CC1CCc2sc(C(=O)N/N=C/c3ccc([N+](=O)[O-])cc3)cc2C1 (stereo unspecified)
-8%,nt,-24,nt,CC1=CN2C(=N)/C(=C/c3cn(CCCOc4ccccc4C)c4ccccc34)C(=O)N=C2S1
11%,-3,-13,-1%,Cc1cc(C)n(CCc2nc3c4ccccc4n(CC#N)c(=O)n3n2)n1
-6%,-2,?,nt,COc1ccc(NC(=O)c2n[nH]c(=O)c3ccccc23)cc1S(=O)(=O)N1CCCCC1
3%,-7,36,9%,Cc1c(NC(=O)C2CCCNC2=O)c(=O)n(-c2ccccc2)n1C (stereo unspecified)
-5%,-4,-29,nt,Cn1c(-c2ccccc2)c(CCO)c2ccccc21
-2%,3,17,-2%,C/C=C/c1ccccc1OCc1ccc(C(=O)OC)o1
-5%,4,10,nt,COC(=O)CCc1sc(Nc2ccccc2)nc1-c1ccc(OC)cc1
-3%,-16,7,-16%,c1coc(-c2nc3nc4ccccc4n3nc2-c2ccco2)c1

The closing 2 records of the part above lead into the next.
12-hLO inh,IMPase cell inh,PNC inhibitor,15-hLO-2 inh,compound
-5%,4,10,nt,COC(=O)CCc1sc(Nc2ccccc2)nc1-c1ccc(OC)cc1
-3%,-16,7,-16%,c1coc(-c2nc3nc4ccccc4n3nc2-c2ccco2)c1
-3%,0,?,-19%,N#Cc1ccccc1CN1C(=O)S/C(=C/c2cccn2-c2ccc(C(=O)O)cc2)C1=O
0%,nt,5,nt,COc1ccc(-c2cc(=O)oc3cc(OCC(C)=O)ccc23)cc1
-1%,7,-4,1%,CCOc1cccc(NC(=O)C2CC(=O)NC(=Nc3ccccc3)S2)c1 (stereo unspecified)
-4%,nt,42,nt,COC(=O)C1=C(N)N(c2ccccc2F)C2=C(C(=O)CC(C)(C)C2)C1c1ccc(OC)c(OC)c1 (stereo unspecified)
3%,11,-20,0%,CC(=O)Nc1ccc(C(=O)NC2CCCC2)cc1
-3%,6,19,-2%,CCn1nnc(-c2ccccc2NS(=O)(=O)c2ccc(S(=O)(=O)N(C)C3CCCCC3)cc2)n1
-9%,-5,21,1%,CN1CCN(CC(=O)O)CC1
-13%,6,13,5%,CC1CC(C)(C)N(C(=O)CSc2ccc(-c3ccc(F)cc3)nn2)c2ccccc21 (stereo unspecified)
-3%,-10,-7,4%,CN1CCN(/C(=N\S(=O)(=O)c2ccc(F)cc2)c2ccccc2)CC1
10%,11,-13,17%,COc1ccc(C(C(=O)OC(C)CN(C)C)c2ccccc2)cc1 (stereo unspecified)
3%,nt,-3,nt,O=C(c1cccnc1)N(Cc1ccccc1)C1(C(=O)Nc2ccccc2)CCCCC1
-6%,nt,nt,10%,COCCNc1nc(-c2cccc(OC)c2)nc2ccccc12
0%,-12,9,1%,O=C(Cn1cc([N+](=O)[O-])cn1)Nc1ccn(Cc2c(F)c(F)c(F)c(F)c2F)n1
-5%,-2,-23,nt,COc1ccc(C(=O)CSc2cc(C)nc(SCC(=O)c3ccc(C)cc3)n2)cc1
1%,-1,50,0%,COC(=O)CC1COc2ccccc2N1C(=O)c1ccc(Cl)cc1 (stereo unspecified)
-4%,2,-29,0%,CN(C)S(=O)(=O)c1ccc(Oc2ccccc2)cc1
-1%,-11,47,nt,CCOC(=O)Cc1cc(=O)n2[nH]c(-c3ccccc3)cc2n1
-19%,5,?,5%,C=CCNc1nc(Nc2ccc(OC)cc2)nc(OC)n1
2%,15,-24,2%,Cc1ccc(F)cc1NC(=O)Cc1nn(C)c(=O)c2ccccc12
-6%,-2,21,-13%,O=C(COC(=O)c1ccc2c(c1)OCCO2)Nc1cc(Cl)ccc1Cl
5%,nt,?,nt,Cc1ccc(NC(=O)C(c2ccccc2)C2CCCC2)cc1 (stereo unspecified)
-2%,nt,?,nt,COc1ccccc1NC(=S)NNC(=O)c1ccccc1Br
-2%,nt,?,nt,Cc1cccc(/C=N\Nc2nnc(-c3ccccc3)c(=O)[nH]2)c1
-1%,7,23,-1%,O=C(CCCOc1ccccc1)N1CCN(S(=O)(=O)c2cccs2)CC1
-4%,-1,-22,nt,O=C(N/N=C/c1ccc[nH]1)c1ccccc1[N+](=O)[O-]
1%,2,?,nt,Cc1nc2ccc(S(=O)(=O)NC(C(=O)N3CCCC3)C(C)C)cc2s1 (stereo unspecified)
-1%,1,-17,-4%,COc1ccc(NC(=O)CC2Oc3ccccc3NC2=O)cc1 (stereo unspecified)
-1%,-11,-100*,nt,Cc1ccc2nc(NC(=O)c3ccc(Cn4cc(Cl)cn4)o3)sc2c1
-2%,9,-9,-3%,CCOc1cccc(-c2nnc3sc(COc4ccc(Cl)cc4)nn23)c1
1%,-2,-21,4%,CSc1nnc(-c2ccccc2N=Cc2c(C)[nH]n(-c3ccccc3)c2=O)c(=O)[nH]1
-5%,1,nt,11%,Nc1nc2[nH]c(=O)cnc2c(=O)[nH]1
-8%,9,41,2%,N#Cc1cn(-c2ccccc2)nc1C(=O)c1ccccc1
-2%,-3[9.22 µM],5,18%,COc1ccc(NC(=O)c2ccco2)c(OC)c1
-2%,?,-6,2%,COc1cccc(CNCCNC(=O)c2nonc2N)c1

A portion of the library; the hit share may differ from the screen's.
